Bioassay records deposited in PubChem by several laboratories.
PPARg SRC-2 ag – agonists of PPARg-SRC-2 recruitment, primary screen, biochemical, HTS; PPARgamma LBD-SRC-2 recruitment; activation, % at 8 µM; 200,000 tested, 0.34% active; AID 1032, 2008; in the data active means activation above about 22%;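 further: 0% = vehicle and 100% = reference agonist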
Target sequence (P37231 whole entry, looked up, the tested form may be a part): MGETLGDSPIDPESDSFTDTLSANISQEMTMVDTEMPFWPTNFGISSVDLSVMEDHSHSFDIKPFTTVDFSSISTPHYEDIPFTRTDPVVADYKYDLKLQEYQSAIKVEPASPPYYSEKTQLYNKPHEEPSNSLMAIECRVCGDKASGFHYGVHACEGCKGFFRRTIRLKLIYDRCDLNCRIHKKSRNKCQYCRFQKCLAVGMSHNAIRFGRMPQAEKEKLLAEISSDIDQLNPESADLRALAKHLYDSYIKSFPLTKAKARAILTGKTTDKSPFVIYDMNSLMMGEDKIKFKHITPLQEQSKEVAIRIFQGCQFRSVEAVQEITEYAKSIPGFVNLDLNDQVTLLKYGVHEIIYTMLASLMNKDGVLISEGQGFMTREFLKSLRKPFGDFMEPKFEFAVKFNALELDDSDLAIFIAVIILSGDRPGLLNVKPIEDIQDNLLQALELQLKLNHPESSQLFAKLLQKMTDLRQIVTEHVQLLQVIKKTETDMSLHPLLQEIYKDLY
ROMK mod – ROMK potassium channel modulators, primary screen, cell-based, thallium flux, MLSMR library; ATP-sensitive inward rectifier potassium channel 1 (Homo sapiens), P48048; Tet-inducible ROMK, thallium flux fluorescence; actives lie on both sides; B-score at 10 µM; 130,000 tested, 2% active; AID 1918, 2009;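 active means signal ratio slope over the read window, or its plate-corrected B-score, at least 3 SD from the plate mean, either direction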;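 further: B-score of the F/F0 ratio slope over 7 to 12 s after thallium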
Target sequence (P48048 whole entry, looked up): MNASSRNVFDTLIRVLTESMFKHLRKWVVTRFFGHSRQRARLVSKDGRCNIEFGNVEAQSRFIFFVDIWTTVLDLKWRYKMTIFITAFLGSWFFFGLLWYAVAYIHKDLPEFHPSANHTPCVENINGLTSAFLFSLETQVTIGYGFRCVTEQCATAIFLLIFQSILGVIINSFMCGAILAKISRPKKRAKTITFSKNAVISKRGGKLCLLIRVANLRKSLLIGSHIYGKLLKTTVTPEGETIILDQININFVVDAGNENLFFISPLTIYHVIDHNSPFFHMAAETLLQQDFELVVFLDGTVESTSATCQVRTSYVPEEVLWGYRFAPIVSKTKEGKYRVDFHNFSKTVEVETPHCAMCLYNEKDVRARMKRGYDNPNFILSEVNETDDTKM
PPARg SRC3 recr – PPARgamma agonists recruiting SRC-3 coactivator, primary screen, biochemical; Peroxisome proliferator-activated receptor gamma (Homo sapiens), P37231; biochemical PPARgamma/SRC-3 coactivator recruitment assay; activation, % at 8 µM; 200,000 tested, 0.26% active; AID 731, 2007; in the data active means activation above about 23%;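 further: 0% = DMSO and 100% = reference agonist; some compounds past the cut are filed as inactive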
RAM network inh – inhibitors of the yeast RAM network, primary screen, dse1pr::URA3 reporter, 5-FOA selection; 190,000 tested, 1.8% active; AID 868, 2007; S. cerevisiae dse1pr::URA3 reporter, 5-FOA growth OD615, 2 d; analog-sensitive cbk1-as2 kinase mutant strain; inhibition, % at 50 µM;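 active means inhibition above a set limit, 3 SD over mean compound inhibition, cut at about 8.4% in these data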;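 further: 0% = DMSO-only wells with no growth and 100% = 10 µM 1-NA-PP1 full growth; inhibition rescues growth on 5-FOA so higher OD means more RAM inhibition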
TR-FRET SRC-2 ct – TR-FRET signal artefacts, primary screen, artefact control for PPARgamma SRC-2 agonist project, biochemical; TR-FRET artefact counter-screen; stronger effect = higher value; TR-FRET ratio at 8 µM; 200,000 tested, 0.4% active; AID 1049, 2008; in the data active means TR-FRET ratio above about 2000; further: inactives centre near 1500
TLR4 MyD88 comp – inhibitors of TLR4-MyD88 association in cells, primary screen, cell-based, HeLa CL3-4, BLA complementation, FRET ratio. Toll-like receptor 4 (Homo sapiens) + Myeloid differentiation primary response protein …. HeLa CL3-4 TLR4/MyD88 BLA complementation. inhibition, % at 8.4 µM. 200,000 tested, 0.18% active. AID 861, 2007; in the data active means inhibition above about 25%;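 further: 0% = vehicle and 100% = reference inhibitor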
PPARg SRC1 recr – PPARgamma agonists recruiting SRC-1 coactivator, primary screen, biochemical | Peroxisome proliferator-activated receptor gamma (Homo sapiens), P37231 | PPARgamma-SRC-1 coactivator recruitment biochemical assay | activation, % at 8 µM | 200,000 tested, 0.41% active; in the data active means activation above about 19%;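 further: 0% = DMSO and 100% = reference agonist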
STAT3 blocker – IL-6 driven STAT3 reporter inhibitors, primary screen, U3A cells, luciferase, luminescence, MLSCN library | IL-6 STAT3-luciferase reporter; host cell line lacks STAT1 | 190,000 tested, 0.89% active | AID 862, 2007 | inhibition, % at 5.5 µM;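 active means inhibition above the mean inhibition across all screened compounds plus 3 SD, cut at about 44% in these data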;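 further: 0% = DMSO only wells and 100% = 100 µM nifuroxazide control wells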
STAT3 act – IL-6 driven STAT3 reporter potentiators, primary screen, U3A cells, luciferase, luminescence, MLSCN library | activation (% of control), % at 5.6 µM | IL-6 STAT3-luciferase reporter; 100% = signal with IL-6 EC80 alone | 190,000 tested, 0.91% active | AID 871, 2007;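 active means activation above the screen-wide mean of compound activation plus 3 SD, cut at about 130% in these data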;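 further: 0% = background luminescence of wells with medium and substrate only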
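Test system: Human STAT1-deficient U3A cells with stable STAT3-luciferase reporter | Also added: Interleukin-6, 33 ng/mL | Timing: Compound pre-incubation 1 h before IL-6, then 6 h stimulation at 37 °C | Technique: Luciferase reporter luminescence | Read-out: Percent of IL-6-only median luminescence | Benchmarks: IL-6-only wells as 100% reference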
S1P3 antagonist – S1P3 receptor antagonists, primary screen, cell-based; CHO S1P3 NFAT-BLA reporter, FRET fluorescence, antagonist mode; 170,000 tested, 0.27% active; inhibition, % at 4.98 µM;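 active means inhibition above the plate cutoff, the mean inhibition of test wells on that plate plus 3 SD, cut at about 28% in these data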;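 further: cells challenged with S1P at its EC80 of 0.8 µM; blue over green emission ratio from cleaved BLA substrate after 4 h stimulation; 0% = S1P-stimulated wells and 100% = unstimulated DMSO-only wells; some compounds past the cut are filed as inactive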
STAT1 inh – STAT1 signaling inhibitors, primary screen, cell-based, HTS, luciferase reporter; 200,000 tested, 0.35% active; NIH 3T3 STAT1-luciferase reporter, IFN-gamma, luminescence; AID 920, 2007; inhibition, % at 5.5 µM;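 active means inhibition above a set limit, the mean inhibition across all tested compounds plus 3 SD, cut at about 34% in these data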;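 further: 0% = IFN-gamma with DMSO and 100% = IFN-gamma with 300 µM nifuroxazide; values of inactives mirror those of a sister screen read the other way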
* = called active by the depositor; / = not tested or not shown; & = joins results of further samples. This is a subset (hit frequency here may not be typical).

SMILES | PPARg SRC-2 ag | ROMK mod | PPARg SRC3 recr | RAM network inh | TR-FRET SRC-2 ct | TLR4 MyD88 comp | PPARg SRC1 recr | STAT3 blocker | STAT3 act | S1P3 antagonist | STAT1 inh
C=Cn1ccnc1P(=S)(c1nccn1C=C)c1nccn1C=C | 3 | / | 1 | 0.1 | 1797 | -19 | 6 | 7 | 98 | / | 15
O=[N+]([O-])c1ccc(N2CCNCC2)cc1NCc1ccco1 | -2 | / | -1 | 0.4 | 1438 | -10 | -8 | -7 | 106 | -5 | 5
O=P(C(c1c[nH]c2ccccc12)N1CCOCC1)(N1CCOCC1)N1CCOCC1 (configuration not stated) | 1 | 0.088 | 0 | 1.7 | 1626 | -3 | 1 | -9 | 111 | -7 | 2
O=C1NC(=O)C(CCc2ccccn2)(Cc2cccc(Cl)c2Cl)C(=O)N1c1ccc(Br)cc1 (configuration not stated) | 15 | -0.17 | 5 | 2.8 | 1599 | -13 | 8 | 4 | 100 | 9 | 2
CC(=NCc1ccco1)c1c(O)n(Cc2ccccc2)c(=O)[nH]c1=O | 12 | -0.072 | 4 | 4.2 | 1531 | 23 | 2 | 2 | 100 | -41 | -3
C=CCn1c(O)c(/C=N/NC(=O)CCCC)c(=O)[nH]c1=S | 9 | 0.84 | 7 | 4.4 | 1658 | -18 | 11 | 16 | 93 | -28 | -1
O=c1[nH]c(=O)n(Cc2ccc(F)cc2)c(O)c1C=NCCCO | -1 | / | 8 | 1.2 | 1429 | 0 | 12 | 16 | 93 | / | 5
C=C(c1ccccc1)P(=O)(O)O | 16 | -1.8 | 4 | -0.1 | 1496 | -6 | 1 | 11 | 98 | -1 | 2
CCN1CCN(c2cc(N3CCCC3)c([N+](=O)[O-])cc2F)CC1 | -3 | -0.4 | -4 | -0.3 | 1352 | -5 | 2 | 20 | 85 | 4 | 5
CCC(=O)N1c2ccc(S(=O)(=O)CCC(=O)N3CCC4(CC3)OCCO4)cc2CC1C (configuration not stated) | -7 | 0.091 | 6 | 0.7 | 1656 | -5 | 0 | -2 | 104 | -37 | 0
S=P(Nn1cnnc1)(c1ccccc1)c1ccccc1 | 0 | 0.62 | -2 | 2.1 | 1548 | -4 | 4 | -5 | 112 | -10 | 1
CCC12CN3CCN(CC(C3)/C1=N\O)C2 | -6 | 0.61 | -6 | 1.3 | 1583 | -33 | 4 | 5 | 98 | -33 | -5
O=c1[nH]c(=S)n(-c2ccccc2F)c(O)c1C=NCc1ccco1 | -7 | / | -1 | 1.6 | 1400 | -17 | -8 | 5 | 98 | 10 | -4
C=CCN1C(=O)C2(C(C(=O)OCC)=C(N)Oc3ccccc32)c2c1c1ccccc1oc2=O (configuration not stated) | 4 | / | 3 | -0.1 | 1713 | -2 | 2 | 6 | 98 | 2 | -8
CCC(CC)N1CCN(C(=O)Cc2ccccc2)CC1 | -3 | / | -12 | 0.2 | 1632 | -2 | 7 | -1 | 102 | / | -5
CCOc1ccc2oc(C(=O)NN3C(C)CCCC3C)c(C)c2c1 (configuration not stated) | 2 | 0.18 | 3 | 4.2 | 1421 | 2 | 2 | -4 | 105 | 2 | -7
N#CCP(=S)(c1ccccc1)c1ccccc1 | -5 | -0.084 | -1 | 3.4 | 1639 | 1 | -3 | 6 | 98 | -14 | -3
C[N+]1(C)[C@@H]2CC(OC(=O)[C@H](CO)c3ccccc3)C[C@H]1[C@@H]1O[C@@H]12 (some centres not stated) | 2&-4 | / | 2&0 | -0.3 | 1600&1294 | 0 | 12&-5 | 8 | 95 | -30&4 | 3
O=c1cccc2n1CC1CC2CN(Cc2ccc3c(c2)OCO3)C1 (configuration not stated) | 7 | -0.39 | 10 | / | 1511 | 0 | 8 | 22 | 87 | -43 | -8
CC(C)C(=O)c1cn(Cc2ccccc2C#N)c2ccccc12 | -3 | -1.6 | 5 | 1.6 | 1500 | -6 | -2 | 13 | 92 | -6 | -3
O=c1[nH]c(=S)n(-c2ccc(Cl)cc2)c(O)c1C=Nc1ccc(N2CCOCC2)cc1 | 14 | -0.82 | 6 | 2.5 | 1632 | 3 | 4 | 3 | 100 | -2 | -5
Oc1ccc2c3c1OC1C(O)CC[C@@]4(O)[C@@H](C2)N(CC2CCC2)CC[C@]314 (some centres not stated) | 1 | / | -1 | / | 1583 | / | 3 | / | / | -12 | /
COc1ccccc1-n1c(Cc2ccccc2)nc2ccccc2c1=O | 2 | -0.25 | 5 | -0.2 | 1262 | -1 | 0 | 11 | 94 | 3 | 6
O=C(c1ccc2c3c(cccc13)CC2)C1CCCN(Cc2ncc[nH]2)C1 (configuration not stated) | 3 | -0.46 | 4 | -0.7 | 1455 | 2 | 2 | 7 | 97 | -15 | -1
CN(C)C(Cc1ccccc1)C(=O)c1ccccc1 (configuration not stated) | -6 | / | -2 | 1.3 | 1522 | 1 | -1 | -2 | 104 | 13 | -13
Cn1c2ccccc2c2c(C(=O)N3CCC4(CC3)OCCO4)cn(C3CCCCC3)c(=O)c21 | 14 | 0.27 | 8 | 1.4 | 1606 | 2 | 3 | -2 | 101 | / | 2
CCn1c(=O)cc(SCC(=O)N2CCC3(CC2)OCCO3)c2ccccc21 | 61* | -0.54 | 102* | 0.3 | 2944* | 6 | 65* | 30 | 76 | -10 | 18
CCC(C)n1c(O)c(C(c2ccccn2)c2c(O)n(C(C)CC)c(=S)[nH]c2=O)c(=O)[nH]c1=S (configuration not stated) | 2 | / | -2 | 0.8 | 1716 | 1 | 8 | 7 | 102 | / | 2
COc1cccc(N2C(=O)NC(=O)/C(=C/c3ccc4c(c3)Cc3ccccc3-4)C2=O)c1 | -7 | -0.31 | 2 | 1.1 | 1532 | 7 | 2 | 10 | 101 | -10 | -35
O=C(c1ccc(Cl)cc1)C12CN3CN(CN(C3)C1)C2 | -14 | -0.41 | -7 | -0.3 | 1522 | -4 | -3 | 12 | 92 | -19 | 6

Full records from above.
Record of `O=C(c1ccc2c3c(cccc13)CC2)C1CCCN(Cc2ncc[nH]2)C1` (configuration not stated) : PPARg SRC-2 ag = 3; ROMK mod = -0.46; PPARg SRC3 recr = 4; RAM network inh = -0.7; TR-FRET SRC-2 ct = 1455; TLR4 MyD88 comp = 2; PPARg SRC1 recr = 2; STAT3 blocker = 7; STAT3 act = 97; S1P3 antagonist = -15; STAT1 inh = -1
Record of `COc1ccccc1-n1c(Cc2ccccc2)nc2ccccc2c1=O` : PPARg SRC-2 ag = 2; ROMK mod = -0.25; PPARg SRC3 recr = 5; RAM network inh = -0.2; TR-FRET SRC-2 ct = 1262; TLR4 MyD88 comp = -1; PPARg SRC1 recr = 0; STAT3 blocker = 11; STAT3 act = 94; S1P3 antagonist = 3; STAT1 inh = 6
Record of `CC(C)C(=O)c1cn(Cc2ccccc2C#N)c2ccccc12` : PPARg SRC-2 ag = -3; ROMK mod = -1.6; PPARg SRC3 recr = 5; RAM network inh = 1.6; TR-FRET SRC-2 ct = 1500; TLR4 MyD88 comp = -6; PPARg SRC1 recr = -2; STAT3 blocker = 13; STAT3 act = 92; S1P3 antagonist = -6; STAT1 inh = -3

The results go on:
SMILES | PPARg SRC-2 ag | ROMK mod | PPARg SRC3 recr | RAM network inh | TR-FRET SRC-2 ct | TLR4 MyD88 comp | PPARg SRC1 recr | STAT3 blocker | STAT3 act | S1P3 antagonist | STAT1 inh
CCCCn1c(NC(=O)c2ccc(Br)o2)c(C(=O)OCC)c2nc3ccccc3nc21 | -4 | -2.1 | -1 | 3.8 | 1584 | -2 | -3 | -21 | 122 | -3 | 4
Cc1ccc(C(=O)O)cc1N=Nc1c(O)[nH]c(=O)[nH]c1=O | -10 | 0.49 | 2 | 4.1 | 1570 | -1 | 8 | 6 | 101 | 2 | -2
CC(C)(C)C(=O)Cn1c(NCCCl)nc2ccccc21 | 3 | / | -1 | 1.3 | 1420 | 2 | -3 | 3 | 102 | -13 | -4
CC(C)C/C(=N/O)c1c[nH]c2ccccc12 | 6 | 0.059 | 6 | 1.2 | 1622 | -7 | 2 | -32 | 134* | / | 8
CN1C(=O)C(=Cc2ccccc2OCCOc2ccc([N+](=O)[O-])cc2)C(=O)N(C)C1=O | 1 | 1.2 | 7 | -1.2 | 1525 | 13 | 8 | 4 | 99 | -8 | -10
O=C1NC(=O)N(c2ccc3c(c2)OCO3)C(=O)/C1=C\c1ccc(N2CCCCC2)o1 | 3 | / | 1 | 1.4 | 1614 | -9 | 2 | -3 | 101 | -2 | 5
CN(C)c1ccc(NC(=O)CN2C(=O)CN=C(c3ccccc3)c3ccccc32)cc1 | 2 | / | 10 | 2.1 | 1443 | -16 | 4 | 7 | 99 | 20 | 3
Cc1ccc(-n2nc(C)c3c2NC(=O)CSC3c2ccc3c(c2)OCO3)cc1 (configuration not stated) | -3 | -0.38 | -9 | 1.1 | 1438 | -9 | 1 | -12 | 116 | / | -8
O=C(Nc1cccc(C(F)(F)F)c1)c1cccn(Cc2ccc3c(c2)OC(F)(F)O3)c1=O | 8 | / | 5 | 14* | 1714 | -3 | 1 | 10 | 97 | / | -5
COc1ccc(C(=O)C2CCCN(Cc3ccccn3)C2)c(OC)c1 (configuration not stated) | 5 | -0.4 | -2 | 0.8 | 1615 | 14 | -2 | 1 | 105 | 1 | 5
CC(=NCCN1CCOCC1)c1c(O)n(C2CCCCC2)c(=O)[nH]c1=O | 7 | -0.23 | 9 | 0.4 | 1765 | 16 | 5 | 1 | 101 | -8 | 7
COc1ccc(OCC(=O)N2CCN(C3CCC(c4ccccc4)CC3)CC2)cc1 (configuration not stated) | -6 | -1.1 | -3 | -0.6 | 1546 | -3 | 2 | 5 | 98 | 3 | 0
CC(C)(C)c1nc(NCc2ccc3c(c2)OCO3)c2nnn(Cc3ccccc3Cl)c2n1 | 7 | / | 6 | 3.4 | 1400 | 2 | 6 | -4 | 105 | / | -7
COc1ccc(C2=NCc3nnc(C)n3-c3ccc(Cl)cc32)cc1Cl | 5 | 0.088 | 4 | -1.5 | 1447 | -1 | -3 | 7 | 97 | / | 22
